# KAT2A inh: blocks human GCN5L2 histone acetyltransferase. GCN5L2 HAT assay, ThioGlo1 CoA-SH fluorescence. Potency, µM (doses to about 58.9 µM), inactives show at the top dose activity change, negative = inhibition, hits mostly inhibitors. hit rate 0.21% among 390,000
#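 Compounds, pin-transferred from DMSO stocks, meet 20nM GCN5L2 for 15 min before the reaction begins with H3(1-25) peptide (75uM) and acetyl-CoA (70uM). Thiol-reactive ThioGlo1 reports CoA release over 20 min at room temperature.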
# FEN1 inhibitor: blocks human flap endonuclease 1; P39748; Potency, µM (titrated, usually from 114 µM), for the others: at the top dose activity change, negative = inhibition, hits mostly inhibitors; hit rate 0.35% among 390,000; Recombinant FEN1 flap cleavage, fluorescence, 15 min; note: nearly all actives have a fitted effect of over 65% in size
# Target sequence (P39748 whole entry, looked up): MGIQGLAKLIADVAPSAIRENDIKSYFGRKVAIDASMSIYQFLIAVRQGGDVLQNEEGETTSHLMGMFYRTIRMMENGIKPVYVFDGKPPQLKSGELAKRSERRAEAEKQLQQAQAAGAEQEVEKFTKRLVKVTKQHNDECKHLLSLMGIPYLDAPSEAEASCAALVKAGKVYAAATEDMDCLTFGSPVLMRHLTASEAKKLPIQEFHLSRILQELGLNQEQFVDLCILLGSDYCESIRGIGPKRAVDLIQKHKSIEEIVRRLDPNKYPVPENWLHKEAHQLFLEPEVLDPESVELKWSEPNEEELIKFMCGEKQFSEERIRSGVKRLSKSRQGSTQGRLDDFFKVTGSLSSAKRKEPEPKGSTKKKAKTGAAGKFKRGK
#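 Potency values derive from four-parameter Hill fits of normalized qHTS data. The reaction used 10 nM FEN1 preincubated 15 min at room temperature with compound, then 50 nM DNA substrate, read at 0 and 15 min.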
# N370S GC mod: inhibits or activates N370S mutant glucocerebrosidase | P04062 | N370S GC spleen homogenate, 4MU-glucoside fluorescence | Potency, µM (series often up to 59.4 µM), for the others: at the highest dose activity change, negative = inhibition, hits mostly inhibitors | hit rate 0.092% among 330,000;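 note: 0% = full enzyme activity and -100% = no enzyme basal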
# * hit, by the source's call; ? = inconclusive; . = not tested or not shown; [ ] = remark or other dose. Calls come from the whole dose curve; as a rule, active = well fitted curve in the direction sought with a large enough effect; inconclusive = small, poorly fitted or top-dose-only effect, or another doubt; inactive = no such curve, though single readings can be large; an effect the other way counts as inactive or inconclusive. Unless noted, % is set by controls: 0 for no effect and ±100 for the full control effect; potency is the fitted concentration of half-maximal effect.
SMILES,KAT2A inh,FEN1 inhibitor,N370S GC mod
CCN1C(=O)N[C@H](c2ccccc2)C(C(C)=O)=C1C,.,0%,2%[12.8 µM]
CCCN(CC(=O)Nc1ccccc1OC)C(=O)c1cc(-c2ccccc2)nn1-c1ccccc1,-18%,-4%,.
CC(C)C(=O)Nc1cc(S(=O)(=O)N2CCOCC2)ccc1N1CCCCC1,-3%,-5%,.
Fc1cnc(Cl)nc1NC1CCCCC1,-1%,-6%,-3%
CCCCNC(=O)CSC1=Nc2ccccc2C2=NC(CCC(=O)NCc3ccccc3OC)C(=O)N12 (stereo not drawn),2%,-3%,.
Cc1ccnc(NC(=O)COc2c(C)cc(C)cc2[N+](=O)[O-])c1,-1%,-7%,-1%
Cc1cccc(-c2noc(CN(C(=O)C(c3ccccc3)c3ccccc3)C(C)C)n2)c1,-11%,-11%,11%
O=C(N/C=C\c1ccccc1)NCc1ccc(Cl)cc1,-5%,2%,4%
COc1ccccc1NS(=O)(=O)c1ccc(-c2cnc(C3CC3)o2)cc1,?,10%,19%
O=C(NCC(c1ccco1)N1CCCC1)c1cn(Cc2ccccc2)nc1-c1ccccc1 (stereo not drawn),-8%,7%,.
O=C(NC(=S)Nc1ccccc1N1CCCC1)c1cccc(F)c1,-21%,-14%,13%
O=C(c1ccc2c(c1)N(Cc1ccccc1F)C(=O)c1ccccc1S2(=O)=O)N1CCc2ccccc21,-3%,-12%,.
Cn1c(SCCOc2ccc(F)cc2)nnc1-c1ccncc1,0%,22%,-19%
Cc1ccc(S(=O)(=O)N(C)c2cc(S(N)(=O)=O)c(C)cc2C)cc1,-1%,-5%,-16%
O=C(CSc1nc2c(c(=O)[nH]1)CCC2)Nc1ccccc1F,-9%,11%,.
O=C(N/N=C/c1ccc(Sc2ccccn2)o1)c1cc2ccccc2cc1O,?,50µM*,5%
O=C(c1ccc(F)cc1)c1cc2ccc(O)cc2oc1=O,-4%,-8%,3%
COc1ccccc1-n1c(SCC(N)=O)nnc1-c1ccc(S(=O)(=O)N2CCCCC2)cc1,-4%,12%,4%
Cc1nn(CC(=O)OCC(=O)c2ccccc2)c(C)c1[N+](=O)[O-],-3%,1%,.
Cc1ccc(NC(=O)CCNS(=O)(=O)c2ccc3c(c2)CCC(=O)N3)cc1F,19%,15%,-9%
Cc1ccc(C)c(N2CCN(C(=O)c3ccc(NS(=O)(=O)c4c(C)noc4C)cc3)CC2)c1,-20%,-2%,2%
COc1ccc(CNn2c(C)nc3ccccc3c2=O)cc1,-7%,2%,-3%
COc1ccc2cc(-c3ccccc3)c(=O)oc2c1,-7%,-5%,?
COc1ccc(OCCC(=O)NCCN2CCOCC2)cc1,-2%,-3%,-7%
O=C(c1cnn2cccnc12)N1CCN(c2ccccc2)CC1,1%,3%,9%
# Next part.
SMILES,KAT2A inh,FEN1 inhibitor,N370S GC mod
O=C(Nc1cccc(S(=O)(=O)N2CCCCC2)c1)c1cncc(Br)c1,-6%,-23%,.
COc1ccc(CNc2nc(-c3ccccc3)nn2C(=O)c2cccs2)cc1,0%,-14%,8%
N#CCSc1ccc2nc(-c3ccccc3)cn2n1,-4%,18%,?
O=C(N1CCCC1)N1CCN(c2ncnc3c(-c4ccc(Cl)cc4)nsc23)CC1,-4%,.,4%
O=c1cc(-c2ccc(O)cc2)oc2c1ccc1ccccc12,0%,-7%,.
C/C(CC(=O)Nc1ccc2c(c1)OCCO2)=N\NC(=O)COc1ccc(C)cc1,-2%,-21%,-9%
Cc1ccc(CC(=O)Nc2c(C(=O)N3CCN(c4ccccc4F)CC3)oc3ccccc23)cc1,-7%,11%,.
O=C(O)Cn1nc(-c2ccccc2)cc1-c1ccccc1,2%,8%,5%
O=C(CSc1ccccc1)NCC1(N2CCOCC2)CCCCC1,3%,4%,-2%
Cn1nc(C(F)(F)F)c2cc(C(=O)N3CCOCC3)sc21,-7%,-13%,17%
CCc1ccc(OC(=O)CSc2nnc(-c3ccc(OC)c(OC)c3)o2)cc1,-9%,13%,.
COc1ccc(OC)c(NC(=O)c2ccc(-n3cccn3)nc2)c1,-3%,1%,-19%
CCOC(=O)CN1C(=O)c2cccnc2Oc2ccccc21,0%,-9%,.
Cc1ccc(OCCN2C(=O)S/C(=C\c3ccc(C)o3)C2=O)cc1,-3%,5%,9%
Cc1ccc(C(=O)Oc2cc(-c3ccc4c(c3)OCO4)cc(=O)c3c(C)oc(C)c23)cc1,-8%,7%,.
CCN(C(=O)COC(=O)CNC(=O)c1ccc(C)c(C)c1)C1CCS(=O)(=O)C1 (stereo not drawn),1%,-16%,9%
O=C(c1cc2cc(Cl)ccc2[nH]1)N1CCN(C(=O)c2ccco2)CC1,-1%,12%,0%
CCc1ccc2[nH]c(=O)c(C(c3nnnn3CC3CCCO3)N3CCCc4ccccc43)cc2c1 (stereo not drawn),-2%,-7%,-4%
COc1ccccc1-n1cnc2sc(C)c(C)c2c1=O,-12%,-11%,-4%
S=c1[nH]nc(-c2ccncc2)n1/N=C/c1ccccc1Cl,-25%,15%,0%
Cc1ccc(NC(=O)Cn2c(=O)n(-c3ccc(Cl)c(Cl)c3)c(=O)c3c(C)c(C)sc32)c(C)c1,-6%,20%,.
Cc1ccc(N=C2NC(=O)/C(=C/c3cccnc3)S2)cc1C,-3%,16%,-17%
COC(=O)c1cn(C(=O)c2cc(Br)ccc2Cl)c2ccccc12,-5%,-12%,0%
Cc1ccc(-c2cc(C(=O)NCc3cn(C)nc3C)c3cc(Br)ccc3n2)cc1,4%,1%,-8%
CCCCN1CCN=C1N(C)C,-5%,-9%,-6%
# Next results follow:
SMILES,KAT2A inh,FEN1 inhibitor,N370S GC mod
COc1ccccc1CNc1ccnc(-c2cccc(C#N)c2)n1,?,.,-25%
COc1ccc(CCNC(=O)Cn2nnc(-c3ccc(Cl)cc3)n2)cc1OC,2%,12%,.
COc1ccc(C(=O)NCc2nnc(SCC(=O)Nc3ccccc3)n2-c2ccccc2)cc1,-1%,12%,.
COc1cc(OC)c(S(=O)(=O)Nc2ccccc2C(=O)O)cc1S(=O)(=O)Nc1ccccc1C(=O)O,-6%,10%,-13%
CCC(=O)N1CCc2cc(S(=O)(=O)CCC(=O)N(C)c3ccc(OC)cc3OC)ccc21,-5%,-1%,-4%
COc1ccc(N2CCN(c3oc(COc4ccccc4Cl)nc3C#N)CC2)cc1,.,-1%,-13%
O=C1CN(CC(=O)Nc2ccc(Cl)cc2)CCN1,-5%,0%,5%
CCCC(=O)NC(C)c1nc2ccccc2n1CC (stereo not drawn),-12%,-1%,7%
Cc1cc(C)n2nc(C(=O)Nc3cccnc3)nc2n1,-9%,-3%,-1%
COc1ccc2[nH]cc(CCNc3nc(-c4ccc(N(C)C)cc4)nc4ccccc34)c2c1,-25%,.,?
CCCCC1CCC(C(=O)N(C)CC(=O)Nc2cccc(F)c2)CC1 (stereo not drawn),-4%,-2%,-8%
CCN(CC)C(=O)C1CCCN(Cc2ccccc2C(F)(F)F)C1 (stereo not drawn),-13%,-1%,-8%
COc1ccc(CNc2nc(-c3ccco3)nn2C(=O)CC(C)C)cc1,-17%,0%,.
CC(C)(C)OC(=O)CN1C(=O)S/C(=C\c2ccc(-c3cccc(C(=O)O)c3)o2)C1=O,-18%,.,-2%
Cc1ccc(CNC(=O)C2CCCN(c3nc4ccccc4o3)C2)cc1 (stereo not drawn),1%,-11%,23%
O=C(O)c1cc(-c2ccco2)nn1-c1cccc(Cl)c1,?,-29%,7%
CS(=O)(=O)c1ccccc1-c1nnc(NC(=O)CCS(=O)(=O)c2ccc(Cl)cc2)o1,2%,4%,-1%
COc1ccc(CN(C)C(=O)c2cc(S(=O)(=O)NCc3ccccc3)ccc2C)c(OC)c1,-9%,-12%,.
CC1CN(C(=O)C2(C)CC2(Cl)Cl)CC(C)O1 (stereo not drawn),2%,4%,1%
CCOC(=O)c1[nH]c2ccc(OC)cc2c1NC(=O)c1ccc(OC)c(OC)c1,-4%,-16%,11%
CC(=O)Nc1ccc(NC(=O)c2c(C)nn(-c3ccccc3)c2-n2cccc2)cc1,-7%,-8%,.
CC[C@]12c3[nH]c4ccccc4c3CCN1C(=O)C(CC(=O)NC/C=C(\C)CCC=C(C)C)C[C@@H]2C(=O)N1CCN(C(=O)C2CC2)CC1 (stereo partly drawn),-4%,-17%,.
COC(=O)c1c(NC(=O)C2CC(C)=C(C)CC2C(=O)O)sc2c1CCCCC2 (stereo not drawn),-6%,-6%,?
COc1ccc([C@H]2CC(=O)C=C(c3ccc(-c4ccccc4)c(F)c3)C2)cc1,-3%,-5%,.
Cc1ccccc1NC(=O)c1cc2sccc2n1Cc1ccc(F)cc1,-2%,7%,.

# Profiles, looked up by structure:
# Record of Cn1c(SCCOc2ccc(F)cc2)nnc1-c1ccncc1 : KAT2A inh = 0%; FEN1 inhibitor = 22%; N370S GC mod = -19%
# Record of Cc1ccc(OCCN2C(=O)S/C(=C\c3ccc(C)o3)C2=O)cc1 : KAT2A inh = -3%; FEN1 inhibitor = 5%; N370S GC mod = 9%

# Nothing new here: entries from further up.
SMILES,KAT2A inh,FEN1 inhibitor,N370S GC mod
COc1ccccc1CNc1ccnc(-c2cccc(C#N)c2)n1,?,.,-25%
COc1ccc(CCNC(=O)Cn2nnc(-c3ccc(Cl)cc3)n2)cc1OC,2%,12%,.
COc1ccc(C(=O)NCc2nnc(SCC(=O)Nc3ccccc3)n2-c2ccccc2)cc1,-1%,12%,.
COc1cc(OC)c(S(=O)(=O)Nc2ccccc2C(=O)O)cc1S(=O)(=O)Nc1ccccc1C(=O)O,-6%,10%,-13%

# A draw from above in order of count of non-hydrogen atoms, smallest number first:
SMILES,KAT2A inh,FEN1 inhibitor,N370S GC mod
Fc1cnc(Cl)nc1NC1CCCCC1,-1%,-6%,-3%
Cn1c(SCCOc2ccc(F)cc2)nnc1-c1ccncc1,0%,22%,-19%
Cc1ccc(-c2cc(C(=O)NCc3cn(C)nc3C)c3cc(Br)ccc3n2)cc1,4%,1%,-8%
COc1ccc2[nH]cc(CCNc3nc(-c4ccc(N(C)C)cc4)nc4ccccc34)c2c1,-25%,.,?
CCc1ccc2[nH]c(=O)c(C(c3nnnn3CC3CCCO3)N3CCCc4ccccc43)cc2c1 (stereo not drawn),-2%,-7%,-4%

# Next section
SMILES,KAT2A inh,FEN1 inhibitor,N370S GC mod
Cn1c(SCc2ccc(C(C)(C)C)cc2)nnc1C1COc2ccccc2O1 (stereo not drawn),-9%,-12%,17%
CC(C)Cc1ccc(C(=O)NCCOc2ccccc2)o1,-8%,-8%,-8%
O=C1NC[C@H](c2ccccc2)OC(=O)[C@H](Cc2ccc(F)cc2)C/C=C\C[C@H]1CC(=O)N(CCO)Cc1ccccc1,-4%,-7%,.
O=C(NCC1CCN(Cc2cccc(Cl)c2)CC1)Nc1ccc(F)c(Cl)c1,-13%,-28%,.
Cc1nc2ccc(NC(=O)c3cc(S(=O)(=O)N4CCOCC4)ccc3C)cc2s1,0%,4%,3%
CSc1ncccc1C(=O)OCc1ccc(COC(=O)c2cccnc2SC)cc1,1%,.,7%
Cc1nc2c(N=Nc3ccccc3F)c(N)nn2c(N)c1C#N,-8%,-9%,8%
CCN1CCN(C(=O)CSc2cc(=O)n(C)c3ccccc23)CC1,-5%,-1%,2%
Cc1cccc(N2CCN(C(=O)/C=C/c3cccs3)CC2C)c1 (stereo not drawn),-10%,2%,29%
COc1ccc(Cl)cc1NC(=O)CSc1nnc(Cc2cccn2C)n1-c1ccc(F)cc1,-1%,-27%,2%
COc1ccc(CCNC(=O)CN(c2ccccc2)S(C)(=O)=O)cc1OC,-3%,-8%,-1%
CCn1c(C)nc2cc(C(=O)NNC(=O)Nc3cccc(Cl)c3)ccc21,?,6%,7%
Cc1cnc(C(=O)OC(C(=O)c2c[nH]c3ccccc23)c2ccccc2)cn1 (stereo not drawn),-5%,0%,-1%
CCCC(C)NC(=O)C1CCN(S(=O)(=O)c2ccccc2)CC1 (stereo not drawn),-2%,0%,15%
COC(=O)c1sc(=S)n(-c2cc(F)ccc2F)c1N,-29%,-4%,.
COc1ccc(CC(=O)NNc2ncnc3c2cnn3C)cc1,-1%,-3%,16%
O=C(NCc1ccccc1)C(=O)Nc1cccc(C(=O)O)c1,-2%,-12%,11%
NC(=O)c1ccccc1N/C=C/C(=O)c1ccc(Cl)cc1,0%[0.501 µM],2%,6%
O=C1CC(N2CCC(c3nc4ccccc4o3)CC2)C(=O)N1c1ccc(F)cc1 (stereo not drawn),-2%,23%,2%
O=C(Nc1cccnc1N1CCOCC1)c1ccco1,1%,-3%,1%
CN1C2C=C3C(C#N)=C(N)C(C#N)(C#N)C(c4ccc(Br)cc4)C3C1CC2 (stereo not drawn),-7%,3%,-3%
COc1ccc(NC(=O)C(=O)NCC2CCCN2S(=O)(=O)c2cccs2)cc1 (stereo not drawn),-10%,2%,2%
CC(c1ccccc1)N1CCn2c(nc3cc(NS(C)(=O)=O)ccc32)C1 (stereo not drawn),-6%,1%,3%
COc1ccc(CCNC(=O)c2cnn(-c3ccc(C)c(C)c3)c2NC(=O)c2ccco2)cc1OC,.,-2%,5%
COc1ccccc1C(=O)C1CCCN(Cc2cccc3nccnc23)C1 (stereo not drawn),-5%,3%,-7%
Cc1cnc(C(=O)OCC(=O)NC(C)c2ccccc2)cn1 (stereo not drawn),-3%,-2%,.
